# Hsp70 displacement: Hsp70 inhibitors, probe displacement, primary screen, biochemical, fluorescence polarization (AID 583) | Hsp70 fluorescence polarization probe displacement, mP; higher % means a stronger effect | displacement, % at 20 µM, or IC50 in µM where a hit was titrated | actives 0.06% (n = 140,000); in the data active = displacement above about 50%;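 note: plate controls were vehicle for no effect and reference ligand for full effect; a part of the inactive calls stands beside numbers as strong as those of hits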
# Rat MKP-3 inhibitors: inhibition of rat DUSP6 enzyme activity – biochemical, in vitro, primary screen (AID 425). recombinant MKP-3 phosphatase activity, fluorescence; higher % means a stronger effect. inhibition, % at 20 µM, or IC50 in µM where a hit was titrated. actives 0.17% (n = 110,000); in the data active = inhibition above about 50%;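 note: plate controls were vehicle for no effect and reference inhibitor for full effect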
# * hit, by the source's call; . = not tested or not shown; & = joins results of further samples. These rows are one share of the data, so the mix of outcomes need not match the whole.
molecule | Hsp70 displacement | Rat MKP-3 inhibitors
O=C(CCc1ccccc1)Nc1nnc(-c2cccs2)o1 | -2.4% | 3.1%
CCN1C(=O)C2C(c3cccc(F)c3)NC(C)(C(=O)OC)C2C1=O (stereo not given) | 0.2% | -5.4%
CC(=O)c1cc(F)c(N2CCN(C(=O)COc3ccc(F)cc3)CC2)cc1C | 2.5% | .
CN(C)/C=N/n1cnc2scc(-c3ccc(Cl)cc3)c2c1=O | -3.7% | 2.2%
Cc1ccc(C)n1NC(=O)c1ccccc1 | 0.6% | .
CCN1C(=O)/C(=C\c2ccc(O)c(OC)c2)SC1=S | -11.8% | -0.7%
Cn1c(=O)[nH]c(=O)c2c1nc(N1CCCCC1)n2CC(O)CN1CCCCC1 (stereo not given) | 0.8% | -18.1%
CCCc1c(O)nc(SCc2ccccc2)[nH]c1=O | -0.5% | -11.0%
COc1ccc(CNC(=O)CN2C(=O)C3CCCN3c3ncc(Cl)cc32)cc1 (stereo not given) | -0.6% | .
O=Cc1ccc(OCc2ccccn2)cc1 | 1.5% | .
COc1ccc(Cl)cc1CN1CCN(c2nc(C)cc(C)c2C#N)CC1 | 36.7% | 3.3%
CCN(CC)c1ncnc2c1ncn2Cc1c(Cl)cccc1Cl | -5.0% | .
CN1CCN(CCCNc2nc3ccccc3c3nc(-c4ccccc4)nn23)CC1 | -0.8% | 8.2%
Cc1nn(-c2ccccc2)c2sc(C(=O)N3CCc4ccccc4C3)cc12 | -47.6% | -6.7%
COCCOC(=O)c1c(C)oc2ccc(OC(=O)N3CCOCC3)cc12 | 0.2% | -0.3%
Cc1cccc(NS(=O)(=O)c2ccc(Cl)cc2)n1 | 4.6% | -3.0%
O=C1/C(=C/c2ccc(Cl)cc2)SC(=S)N1Cc1ccco1 | -4.5% | -0.4%
O=S(=O)(c1ccc(Cl)s1)N1CCN(c2ncccn2)CC1 | -1.1% | 0.8%
CN(c1ccc(C(=O)NCc2ccccc2)cc1)S(C)(=O)=O | . | -14.8%
Cc1ccc(-c2nn3c(C)nnc3c3ccccc23)cc1S(=O)(=O)NCc1ccco1 | 0.3% | 1.1%

# Sorted by value in Rat MKP-3 inhibitors (largest number first): 4 of the compounds above
molecule | Hsp70 displacement | Rat MKP-3 inhibitors
O=S(=O)(c1ccc(Cl)s1)N1CCN(c2ncccn2)CC1 | -1.1% | 0.8%
COCCOC(=O)c1c(C)oc2ccc(OC(=O)N3CCOCC3)cc12 | 0.2% | -0.3%
O=C1/C(=C/c2ccc(Cl)cc2)SC(=S)N1Cc1ccco1 | -4.5% | -0.4%
CCN1C(=O)C2C(c3cccc(F)c3)NC(C)(C(=O)OC)C2C1=O (stereo not given) | 0.2% | -5.4%

# Following part.
molecule | Hsp70 displacement | Rat MKP-3 inhibitors
COc1ccc(CN2CCN(S(=O)(=O)c3ccc(OC)cc3)CC2)cc1 | -1.0% | 4.7%
CCOC(=O)c1sc(NC(=O)c2ccc([N+](=O)[O-])s2)nc1C | 0.2% | 7.1%
O=C(CCc1c[nH]c2ccccc12)NCC1CCCO1 (stereo not given) | -0.8% | -10.3%
Cc1ccc(C2CC(c3cccc(C)c3)n3nc(N)nc3N2)cc1 (stereo not given) | 2.3% | 5.4%
N=c1ccccn1CC(O)COc1ccccc1 (stereo not given) | 0.5% | -13.7%
COc1ccc(CNCc2ccc(OC)c(OC)c2)cc1 | 2.5% | -0.1%
O=C(Nc1ccc2c(c1)OCO2)c1ccco1 | 1.1% | -3.3%
O=C(OCCN=C1NS(=O)(=O)c2ccccc21)C1CC(=O)N(c2ccc(Cl)cc2)C1 (stereo not given) | 2.1% | -1.8%
COc1ccc(CC(=O)Nc2cccc(F)c2)cc1OC | 2.1% | 5.9%
O=c1cc(NCc2ccccc2)c2ccccc2o1 | 0.8% | -10.1%
O=C(CNS(=O)(=O)c1ccc(Br)s1)N1CCC(N2CCCCC2)CC1 | 9.6% | 5.1%
CCn1nnc(NC(=O)c2ccc(-c3ccc(Cl)cc3)o2)n1 | -3.0% | -1.0%
O=C(NCc1cccs1)c1nn2c(c1Cl)NC(c1ccccc1)CC2C(F)(F)F (stereo not given) | -0.7% | -0.4%
CN(CCCNC(=O)C1CCC(=O)N1Cc1ccccc1Cl)c1ccccc1 (stereo not given) | 3.5% | .
CCOc1ccc(C(F)(F)F)cc1NC(C)=O | -2.8% | -0.9%
CN=C(Nc1cc(C)nn1CCC#N)c1ccc(F)cc1 | 1.6% | -4.4%
COc1cccc(C(=O)N2CCN(Cc3ccccn3)CC2)c1OC | 4.6% | -6.5%
CCOc1ccc(NC(=O)CC2SC(=Nc3ccccc3)N(c3ccccc3)C2=O)cc1 (stereo not given) | 6.0% | 2.3%
O=C(Nc1cccnc1)c1ccc(Br)s1 | -1.9% | -11.9%
COc1ccc(CCNC(=O)CSC2=Nc3ccccc3C3=NC(C(C)C)C(=O)N23)cc1OC (stereo not given) | -2.0% | -3.3%
CC1CCCN(C(=O)C(Sc2ccccc2)c2ccccc2)C1 (stereo not given) | 3.4% | 0.3%
COCCOC(=O)c1c(C)oc2ccc(OC(=O)c3ccccc3OC)cc12 | -1.6% | 3.9%
COC(=O)c1ccc(/C=N/NC(=O)C2CC(=O)N(c3ccc(Cl)cc3)C2)cc1 (stereo not given) | 4.4% | 3.9%
CC1Cc2ccccc2N1C(=O)CSc1nc2cc3c(cc2cc1C#N)OCO3 (stereo not given) | 2.5% | -12.3%
CCOC(=O)c1[nH]c(C)c(C(=O)N2CCOCC2)c1C | 10.2% | 4.3%
COc1ccc(CSCC(=O)O)cc1C(=O)O | -0.4% | 1.6%
Cc1ccc(C(C)C)c(OCc2nnc(NC(=O)c3ccc(Cl)cc3Cl)s2)c1 | -3.7% | 4.2%
Cn1c(NC(=O)c2ccccc2NC(=O)C(C)(C)C)nc2ccccc21 | -1.8% | 0.8%
COCCn1c(=N)c(C(=O)NCCc2ccccc2)cc2c(=O)n3cccc(C)c3nc21 | 0.8% | -5.6%
O=C(Nc1ccc(F)cc1)c1ccc(C#Cc2ccccc2)cc1 | -2.1% | 1.9%
Nc1ccc(CC2SC(=O)NC2=O)cc1 (stereo not given) | 13.6% | .
O=C(CSc1nc2ccccc2s1)NCCCN1CCOCC1 | 4.2% | -2.5%
Cc1c(NC(=O)c2cc([N+](=O)[O-])ccc2Cl)cccc1-c1nc2ccccc2s1 | 3.6% | -0.6%
CCOC(=O)C1CCN(c2c(NCc3ccc(C(=O)NCCC(C)C)cc3)c(=O)c2=O)CC1 | 3.3% | 0.8%
COc1ccc(OC)c(NC(=O)c2ccc(C(=O)O)cc2C(=O)O)c1 | -0.2% | 5.3%
COc1ccc(CN2C(=O)NC(=O)/C(=C\C=C\c3ccccc3)C2=O)cc1 | -8.1% | -9.4%
CCOC(=O)C1C(c2cccs2)NC(=O)N(C)C1(O)C(F)(F)F (stereo not given) | -5.0% | .
COc1ccc(OC)c(C2N(c3ccc(Cl)cc3)C(=O)C3CCCN32)c1 (stereo not given) | -3.9% | -0.3%
CCC1SC2=NC(C)=C(C(=O)OCCOC)C(/C=C/c3ccccc3OC)N2C1=O (stereo not given) | -6.0% | .
O=C(CN(CCc1ccccc1)C(=O)Cn1nnc(-c2cccs2)n1)NCc1ccco1 | -0.6% | -6.2%

# (listing goes on)
compound,Hsp70 displacement,Rat MKP-3 inhibitors
Cc1ccc2cc(CN(CCCO)S(=O)(=O)c3cccc4nsnc34)c(=O)[nH]c2c1C,-0.1%,6.7%
O=C(Cn1c(-c2cscn2)nc2ccccc21)Nc1ccc(Cl)cc1,15.5%,.
Cc1ccc(/C(=N\O)c2oc3c(C)c4oc(=O)cc(C)c4cc3c2C)cc1,-2.3%,.
O=S(c1ccsc1)c1ccsc1,0.9%,5.4%
CCOC(=O)c1ccc2nc(NC(=O)C(C)C)sc2c1,4.3%,-5.5%
Cc1nc(-c2ccccc2)nc(N/N=C/c2c(F)c(F)c(F)c(F)c2F)c1C,4.6%,0.0%
CN(C)c1ccc(NC(=O)Cn2ncn3c(cc4ccccc43)c2=O)cc1,-2.2%,-4.9%
CC1CCN(C(C(=O)Nc2ccc3c(c2)OCO3)c2ccccc2)CC1 (stereo not given),2.4%,0.2%
O=C(NCCCn1ccnc1)C(Cc1ccc([N+](=O)[O-])cc1)N1C(=O)c2ccccc2C1=O (stereo not given),-1.4%,.
CCCCOC(=O)Cn1c(=O)oc2ccc(C)cc21,0.1%,-10.5%
Cc1ccc2cccc(NC(=S)NC(=O)c3ccnn3C)c2n1,1.7%,.
O=C(CSc1nc2sc3c(c2c(=O)n1-c1ccc(Cl)cc1)CCC3)Nc1ccccc1,0.9%,4.1%
O=C(O/N=C(/c1ccncc1)c1ccc([N+](=O)[O-])cc1)c1cccc(F)c1,1.4%,0.4%
CCN(CC)C(=O)C1=C(C)NC(=O)NC1c1c(F)cccc1Cl (stereo not given),-1.7%,-7.9%
COc1ccc(C2=NC(=Cc3cccc4ccccc34)C(=O)O2)cc1,2.1%,2.7%
CN(C)c1ccc(/C=N/N=C2/NC(=O)C(Cc3ccc(Cl)cc3)S2)cc1 (stereo not given),-3.1%,2.7%
COc1cc(/C=C2\C(=O)N(C)C(=O)N(c3ccccc3)C2=O)cc(OC)c1O,3.2%,2.0%
COc1ccc2c(c1)cc1n2CCN=C1NCCO,-1.4%,.
CCOc1ccc(/C=N/NC(=S)Nc2c(C)cccc2C)cc1,2.1%,.
Cc1cc(Cl)ccc1OCC(=O)Nc1ccccc1[N+](=O)[O-],6.0%,2.7%
O=C(C1CCN(S(=O)(=O)c2cccc3nsnc23)CC1)N1CCc2ccccc2C1,1.8%,6.4%
CCCCCn1c(=NC(C)=O)c(C#N)cc2c(=O)n3ccccc3nc21,6.3%,-6.4%
CCc1ccccc1N1C(=O)C2C(c3ccccc3Cl)OC3(C(=O)c4ccccc4C3=O)C2C1=O (stereo not given),-3.2%,3.8%
CC(C)(C)NC1=CC(=O)OC12CCCCC2,-5.4%,-5.7%
COc1cccc(N2CC(C)Cn3c2nc2c3c(=O)n(CCN3CCOCC3)c(=O)n2C)c1 (stereo not given),3.0%,-16.5%
COc1ccc(NC(=O)CSc2nc3ccccc3[nH]2)c(OC)c1,6.6%,-1.2%
O=C1CC(c2ccccc2)CC2=C1C(c1ccccn1)Nc1ccccc1N2 (stereo not given),-0.8%&4.7%,1.8%
O=C(/C=C/c1cccc(N2C(=O)c3ccccc3C2=O)c1)c1cccc(N2C(=O)c3ccccc3C2=O)c1,-2.0%,-2.5%
CCOC(=O)c1c(NC(=O)/C=C/c2cccs2)sc2c1CCCC2,-3.6%,0.8%
CCC(=O)Nc1cccc(-c2cn3ccsc3n2)c1,.,0.2%

# Complete entries, quoted from the list.
# CC1CCN(C(C(=O)Nc2ccc3c(c2)OCO3)c2ccccc2)CC1 (stereo not given) in the list: Hsp70 displacement: 2.4%; Rat MKP-3 inhibitors: 0.2%
# O=C(/C=C/c1cccc(N2C(=O)c3ccccc3C2=O)c1)c1cccc(N2C(=O)c3ccccc3C2=O)c1 in the list: Hsp70 displacement: -2.0%; Rat MKP-3 inhibitors: -2.5%

# The results go on.
compound,Hsp70 displacement,Rat MKP-3 inhibitors
CC(=O)Nc1ccc(S(=O)(=O)NCC(C)NS(=O)(=O)c2ccc(NC(C)=O)cc2)cc1 (stereo not given),-1.1%,-11.4%
CN(C)C(=O)COn1c(SCC(=O)N(C)C)nc2ccccc2c1=O,-1.5%,-2.3%
CC(C#N)On1c(SC(C)C#N)nc2ccccc2c1=O (stereo not given),-4.4%,3.1%
CCOc1ccc(/C=C2\SC(=S)N(Cc3ccccc3)C2=O)c(OCC)c1,2.0%,-0.5%
Cc1nnc(SCC(=O)c2c(N)n(C)c(=O)n(C)c2=O)[nH]c1=O,-2.3%,-4.5%
CCc1ccc(NS(=O)(=O)c2ccc(NC(C)=O)cc2)cc1,-1.6%,-2.5%
CCn1c(SCC(=O)NC2CCCCC2C)nnc1-c1ccc(OC)cc1 (stereo not given),-2.2%,-1.4%
O=C1CN(C(=O)COC(=O)C23CC4CC(CC(O)(C4)C2)C3)c2ccccc2N1,1.9%,-6.5%
O=C(Cn1cnc2c(oc3ccccc32)c1=O)N1CCN(c2ccccc2)CC1,2.0%,3.1%
COC(=O)c1sc(NC(=O)CCCOc2ccc(Cl)cc2Cl)c(C(=O)OC)c1C,2.6%,0.3%
CCc1nnc(NC(=O)c2cc([N+](=O)[O-])ccc2Cl)s1,-2.8%,-0.5%
COc1cc(NS(=O)(=O)c2cc(Cl)ccc2Cl)c(OC)cc1Cl,2.4%,-2.5%
CS(=O)(=O)N(Cc1ccccc1)c1ccccc1C(=O)Nc1ccc(Cl)c(C(F)(F)F)c1,-5.7%,6.2%
COc1cc(OC)c(C2NC(=S)NC(C)=C2C(=O)Nc2ccccc2)cc1OC (stereo not given),-1.5%,1.5%
Cc1ccc2cccc(S(=O)(=O)N3CCN(c4cccc(Cl)c4)CC3)c2n1,0.3%,-8.7%
O=C(Nc1ccccc1)N1CC=C(c2ccccc2)CC1,0.0%,3.6%
Cc1cc(/C=C2\C(=O)NC(=S)N(c3ccc(Br)cc3)C2=O)c(C)n1-c1cccnc1,-2.7%,10.5%
COc1ccc(-c2cc(C(F)(F)F)nc(S(C)(=O)=O)n2)cc1,1.9%,.
Cc1ccc(C(=O)N2N=C(c3ccccc3)CC2(O)C(F)(F)F)cc1 (stereo not given),5.5%,-2.8%
COC(=O)c1cc(CSc2nc3ccc(C)cc3[nH]2)oc1C,6.7%,-4.5%

# In the list so far, these have a cyano group:
compound,Hsp70 displacement,Rat MKP-3 inhibitors
COc1ccc(Cl)cc1CN1CCN(c2nc(C)cc(C)c2C#N)CC1,36.7%,3.3%
CN=C(Nc1cc(C)nn1CCC#N)c1ccc(F)cc1,1.6%,-4.4%
CC1Cc2ccccc2N1C(=O)CSc1nc2cc3c(cc2cc1C#N)OCO3 (stereo not given),2.5%,-12.3%
CCCCCn1c(=NC(C)=O)c(C#N)cc2c(=O)n3ccccc3nc21,6.3%,-6.4%
CC(C#N)On1c(SC(C)C#N)nc2ccccc2c1=O (stereo not given),-4.4%,3.1%

# Screening data as filed in PubChem.
